High-throughput results deposited in PubChem by several laboratories.
CF NFkB inh: inhibitors of PAF-induced NF-kB signaling, primary screen, cell-based, GFP fluorescence, uHTS; KKLEB NF-kB-GFP reporter, GFP fluorescence overnight; inhibition, % at 5 µM; hit rate 0.86% among 360,000; AID 588850, 2011;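 active = at least 50% inhibition at 5 µM, scaled per plate between neutral and stimulator controls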;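 note: PAF is a Pseudomonas aeruginosa culture filtrate used as stimulus; plate controls were PAF-stimulated DMSO wells for no effect and unstimulated DMSO wells for full effect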
KKLEB tox: cytotoxicity in KKLEB CF airway cells, primary screen, cytotoxicity control for CF NF-kB inhibitor project, cell-based, uHTS, fluorescence assay plates. KKLEB CF airway cells viability, ATPlite luminescence, overnight; active compounds read low; cells stimulated with P. aeruginosa culture filtrate. activity change (cytotoxicity), % at 5 µM. hit rate 0.36% among 360,000. AID 602141, 2011;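 active = corrected activity change at or below -50% at 5 µM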
TWEAK-Fn14 inh: inhibitors of TWEAK-Fn14 signaling, primary screen, luciferase reporter cells, uHTS | TWEAK-stimulated Fn14 reporter cells, luciferase luminescence, 8 h | inhibition, % at 10 µM | hit rate 2% among 360,000 | AID 1159606, 2016; in the data active = inhibition above about 50%
Peg3 promoter: Peg3 promoter-driven luciferase inhibitors, primary screen, cell-based, HeLa, luciferase luminescence | HeLa PEG-Prom luciferase reporter, overnight | inhibition, % at 20 µM | hit rate 1.7% among 360,000;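 active = inhibition of at least 50% at 20 µM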
HIF-2a inh: HIF-2a reporter inhibitors, primary screen, luminescence, 786-0 RCC cells; 786-0 RCC cells HIF-2a reporter, luciferase luminescence, overnight; inhibition, % at 18.8 µM; hit rate 0.72% among 360,000; AID 624352, 2012;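 active = inhibition of the luminescence signal of 40% or more relative to plate controls, in a single-dose primary screen at 18.75 µM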
TRPM1 prom inh: inhibitors of MITF-dependent TRPM1 promoter reporter, primary screen, cell-based, SK-MEL-5, single point, luciferase. SK-MEL-5 TRPM1 promoter luciferase, 24 h. inhibition, % at 12.5 µM. hit rate 0.83% among 330,000;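 active = mean inhibition across replicates of 60% or more, whatever share of single replicates reaches that level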; note: values of inactives mirror those of a sister screen read the other way
NR2E3 ag-1: inhibitors of NR2E3-RetCOR corepressor binding, primary screen, NR2E3 agonist project, biochemical, TR-FRET, GST-NR2E3, biotin-RetCOR. Photoreceptor-specific nuclear receptor (Homo sapiens), Q9Y5X4. 1536-well. inhibition of corepressor binding, % at 4.78 µM. hit rate 0.12% among 320,000. AID 2300, 2010;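 active = percent inhibition above the cutoff of mean plus 3 SD of all tested compounds, set per screening campaign, cut at about 20% in these data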;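 note: 0% = DMSO wells and 100% = biotin wells as full block of FRET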
Target sequence (Q9Y5X4 whole entry, looked up): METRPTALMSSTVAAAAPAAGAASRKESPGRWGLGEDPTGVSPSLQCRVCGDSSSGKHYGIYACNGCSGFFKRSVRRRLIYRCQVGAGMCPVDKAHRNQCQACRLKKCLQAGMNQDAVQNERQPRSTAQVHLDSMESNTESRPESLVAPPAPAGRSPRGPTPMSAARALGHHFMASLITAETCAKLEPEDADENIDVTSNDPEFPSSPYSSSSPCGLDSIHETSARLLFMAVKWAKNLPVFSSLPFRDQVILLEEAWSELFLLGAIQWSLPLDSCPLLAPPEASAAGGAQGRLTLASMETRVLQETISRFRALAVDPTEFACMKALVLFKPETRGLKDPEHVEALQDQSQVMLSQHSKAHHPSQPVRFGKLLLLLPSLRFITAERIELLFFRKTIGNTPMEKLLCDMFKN
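Material: NR2E3–RetCOR corepressor complex / Incubation: Compound–protein incubation for 5 h at 4 °C / Dosing: compound at 4.8 µM, single dose / Detection: time-resolved FRET / Benchmarks: high control biotin, low control 0.6% DMSO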
Shn3 inh set2: reduction of Shn3 3'UTR firefly luciferase signal, primary screen, Schnurri-3 inhibitor project, cell-based, Clone20 osteoblasts, set 2. inhibition, % at 12.5 µM. hit rate 0.52% among 360,000. Clone20 osteoblast Shn3 3'UTR firefly luciferase, 24 h;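 active = mean inhibition of at least 75% with every replicate also reaching 75%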;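 note: 0% = median of neutral control wells and 100% = pilot-screen positive control compound; some compounds past the cut are filed as inactive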
hiPSC survival: enhancers of single-cell hiPSC survival, primary screen, ATPlite luminescence; 100% = ROCK inhibitor wells, 0% = DMSO; survival enhancement, % at 20 µM; hit rate 0.044% among 360,000; AID 602274, 2012; in the data active = survival enhancement above about 18%;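 note: cells exposed to compounds for 16 hours before the ATP read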
NR2E3 ag-2: NR2E3 agonists in two-hybrid cells, primary screen, cell-based, luminescence, CHO-S, Gal4-NCOR/VP16-NR2E3; Photoreceptor-specific nuclear receptor (Homo sapiens), Q9Y5X4; luciferase; inhibition of corepressor binding, % at 3.98 µM; hit rate 0.35% among 360,000; AID 602229, 2012;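 active = inhibition above the mean of all tested compounds plus 3 SD, cut at about 70% in these data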;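 note: 0% = DMSO with NR2E3 transfected cells and 100% = cells lacking NR2E3 construct; higher means lower luciferase signal from less NR2E3 corepressor binding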
aDG glyco up: activators of alpha-DG glycosylation, primary screen, uHTS, Pro5-aDG cells, AlphaScreen; activation, % at 10 µM; alpha-DG glycosylation AlphaScreen (IIH6); 0% Pro5, 100% B10-LARGE cell signal; hit rate 0.22% among 360,000;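 active = activation of at least 8% versus controls, or a plate z-score of at least 8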;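 note: Pro5 are CHO cells carrying HIG-tagged alpha-DG that lacks glycosylation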
* = called active by the depositor. An unsorted share of the library. About 4.4% of those tested had a hit in this group.

S=c1[nH]nc(NCCc2ccccc2)s1 was read as CF NFkB inh 4, KKLEB tox -3, TWEAK-Fn14 inh 2, Peg3 promoter 5, HIF-2a inh -39, TRPM1 prom inh -18, NR2E3 ag-1 3, Shn3 inh set2 -7, hiPSC survival 0.3, NR2E3 ag-2 -24 and aDG glyco up 0.2.
Screening O=C(CCN1C(=O)C2C3C=CC(C3)C2C1=O)Nc1ccc2ncccc2c1 (centres undefined) returned CF NFkB inh 6, KKLEB tox -12, TWEAK-Fn14 inh 6, Peg3 promoter -46, HIF-2a inh -46, TRPM1 prom inh -15, NR2E3 ag-1 3, Shn3 inh set2 -13, hiPSC survival -0.7, NR2E3 ag-2 -18 and aDG glyco up -0.1.
`COc1cc2c(C(=O)O)c(C)n(C)c2c2ccccc12` gave CF NFkB inh -1, KKLEB tox 2, TWEAK-Fn14 inh 14, Peg3 promoter 12, HIF-2a inh -195, TRPM1 prom inh 7, NR2E3 ag-1 -1, Shn3 inh set2 -12, hiPSC survival 0.5, NR2E3 ag-2 -19 and aDG glyco up 0.3.
For O=c1c(Cc2c(F)cccc2Cl)c(O)ccn1CCc1ccccn1 the results were CF NFkB inh 5, KKLEB tox -2, TWEAK-Fn14 inh 6, Peg3 promoter 18, HIF-2a inh 8, TRPM1 prom inh -17, NR2E3 ag-1 9, Shn3 inh set2 -16, hiPSC survival -1.3, NR2E3 ag-2 -24 and aDG glyco up 1.0.
Screening CCCNC(=O)Nc1ccc(C(F)(F)F)cc1 returned CF NFkB inh -3, KKLEB tox -5, TWEAK-Fn14 inh -15, Peg3 promoter -84, HIF-2a inh -98, TRPM1 prom inh -17, NR2E3 ag-1 4, Shn3 inh set2 -9, hiPSC survival 0.9, NR2E3 ag-2 -39 and aDG glyco up 1.3.
Screening Cc1ccc(CN2C(=NC(=O)CCC(=O)O)SC3CS(=O)(=O)CC32)cc1 (centres undefined) returned CF NFkB inh 10, KKLEB tox -6, TWEAK-Fn14 inh 5, Peg3 promoter -1, HIF-2a inh 18, TRPM1 prom inh 4, NR2E3 ag-1 2, Shn3 inh set2 16, hiPSC survival 0.5, NR2E3 ag-2 1 and aDG glyco up -0.1.
Screening COC(=O)c1ccc2c(=O)[nH]c(CSc3nnc(C(F)(F)F)n3C)nc2c1 returned CF NFkB inh -8, KKLEB tox -8, TWEAK-Fn14 inh -1, Peg3 promoter 0, HIF-2a inh 3, TRPM1 prom inh -5, NR2E3 ag-1 2, Shn3 inh set2 26, hiPSC survival 0.9, NR2E3 ag-2 5 and aDG glyco up -0.3.
O=C(NCCN1CCOCC1)c1ccc2c(c1)N(Cc1c(F)cccc1Cl)C(=O)c1ccccc1S2 was read as CF NFkB inh 0, KKLEB tox -1, TWEAK-Fn14 inh 5, Peg3 promoter 11, HIF-2a inh 19, TRPM1 prom inh 9, NR2E3 ag-1 4, Shn3 inh set2 8, hiPSC survival -0.6, NR2E3 ag-2 -10 and aDG glyco up -0.1.
Screening Cc1cc([N+](=O)[O-])ccc1NCc1ccc2ccccc2c1 returned CF NFkB inh -6, KKLEB tox -4, TWEAK-Fn14 inh 6, Peg3 promoter -28, HIF-2a inh -46, TRPM1 prom inh -13, NR2E3 ag-1 2, Shn3 inh set2 27, hiPSC survival 4.9, NR2E3 ag-2 -23 and aDG glyco up 0.1.
CSCC(=O)N1CCC(n2nccc2NC(=O)CCc2ccccc2)CC1 was read as CF NFkB inh 8, KKLEB tox 15, TWEAK-Fn14 inh 4, Peg3 promoter 4, HIF-2a inh 1, TRPM1 prom inh -15, NR2E3 ag-1 2, Shn3 inh set2 -20, hiPSC survival -0.3, NR2E3 ag-2 -9 and aDG glyco up -0.1.
For CCCCN(C(=O)c1[nH]c(C)c(C(=O)OCC)c1C)c1c(N)n(CCCC)c(=O)[nH]c1=O the results were CF NFkB inh 36, KKLEB tox -1, TWEAK-Fn14 inh 8, Peg3 promoter -5, HIF-2a inh 2, TRPM1 prom inh 2, NR2E3 ag-1 3, Shn3 inh set2 -10, hiPSC survival 0.1, NR2E3 ag-2 -12 and aDG glyco up -0.1.
For COC(=O)Cc1n[nH]c(=O)c2ccccc12 the results were CF NFkB inh 1, KKLEB tox 14, TWEAK-Fn14 inh -2, Peg3 promoter 4, HIF-2a inh 18, TRPM1 prom inh -10, NR2E3 ag-1 4, Shn3 inh set2 -14, hiPSC survival 3.9, NR2E3 ag-2 -14 and aDG glyco up 0.1.
For COc1ccc(C(O)C(CC(=O)NCCCOC(C)C)C(=O)NCCCOC(C)C)cc1OC (centres undefined) the results were CF NFkB inh 14, KKLEB tox -5, TWEAK-Fn14 inh -9, Peg3 promoter -2, HIF-2a inh 23, TRPM1 prom inh 10, NR2E3 ag-1 -1, Shn3 inh set2 3, hiPSC survival 1.9, NR2E3 ag-2 -18 and aDG glyco up 0.0.
For CC(=O)N1C(=O)C(=C2C=C(C)OC(C)=C2)c2ccccc21 the results were CF NFkB inh -23, KKLEB tox 6, TWEAK-Fn14 inh -16, Peg3 promoter 9, HIF-2a inh -17, TRPM1 prom inh 6, NR2E3 ag-1 -5, Shn3 inh set2 1, hiPSC survival 0.3, NR2E3 ag-2 11 and aDG glyco up -0.2.
For CCN1CCC2(CC1)C(C#N)=C(N)Oc1c2sc2nc(C)cc(C)c12 the results were CF NFkB inh 0, KKLEB tox 0, TWEAK-Fn14 inh -28, Peg3 promoter -51, HIF-2a inh -44, TRPM1 prom inh -12, NR2E3 ag-1 -2, Shn3 inh set2 -18, hiPSC survival 1.4, NR2E3 ag-2 -4 and aDG glyco up 1.0.

The list goes on, starting with the last two of the part before.
For CC(=O)N1C(=O)C(=C2C=C(C)OC(C)=C2)c2ccccc21 the results were CF NFkB inh -23, KKLEB tox 6, TWEAK-Fn14 inh -16, Peg3 promoter 9, HIF-2a inh -17, TRPM1 prom inh 6, NR2E3 ag-1 -5, Shn3 inh set2 1, hiPSC survival 0.3, NR2E3 ag-2 11 and aDG glyco up -0.2.
For CCN1CCC2(CC1)C(C#N)=C(N)Oc1c2sc2nc(C)cc(C)c12 the results were CF NFkB inh 0, KKLEB tox 0, TWEAK-Fn14 inh -28, Peg3 promoter -51, HIF-2a inh -44, TRPM1 prom inh -12, NR2E3 ag-1 -2, Shn3 inh set2 -18, hiPSC survival 1.4, NR2E3 ag-2 -4 and aDG glyco up 1.0.
`CCCc1[nH]nc2c1C(/C(C)=C/c1ccccc1)C(C#N)=C(N)O2` (centres undefined) gave CF NFkB inh -2, KKLEB tox 8, TWEAK-Fn14 inh 11, Peg3 promoter 12, HIF-2a inh 19, TRPM1 prom inh 4, NR2E3 ag-1 0, Shn3 inh set2 -30, hiPSC survival -0.5, NR2E3 ag-2 -26 and aDG glyco up 0.5.
For CC(C)n1nccc1NS(=O)(=O)c1ccccc1 the results were CF NFkB inh -20, KKLEB tox 13, TWEAK-Fn14 inh 5, Peg3 promoter -4, HIF-2a inh 4, TRPM1 prom inh -1, NR2E3 ag-1 6, Shn3 inh set2 -14, hiPSC survival -2.7, NR2E3 ag-2 8 and aDG glyco up 0.0.
Cc1ccc(Cc2c(-c3ccc(Br)cc3)nc3ccc(Cl)cn23)cc1 was read as CF NFkB inh 39, KKLEB tox -12, TWEAK-Fn14 inh 8, Peg3 promoter -91, HIF-2a inh -258, Shn3 inh set2 -7, hiPSC survival -2.2, NR2E3 ag-2 -38 and aDG glyco up 0.3.
`Cc1cccc(C(O)c2ncc(-c3ccccc3F)[nH]2)c1C` (centres undefined) gave CF NFkB inh 2, KKLEB tox -6, TWEAK-Fn14 inh 2, Peg3 promoter -1, HIF-2a inh -13, Shn3 inh set2 5, hiPSC survival 0.6, NR2E3 ag-2 -12 and aDG glyco up -0.3.
`Cc1cccc(NC(=O)NCCc2c[nH]c3ccccc23)c1` gave CF NFkB inh -12, KKLEB tox -39, TWEAK-Fn14 inh 1, Peg3 promoter -44, HIF-2a inh -64, TRPM1 prom inh -4, NR2E3 ag-1 -3, Shn3 inh set2 -26, hiPSC survival -1.2, NR2E3 ag-2 20 and aDG glyco up 0.3.
Cc1nc2nc(SCC(=O)O)nn2c(C)c1Cc1c(F)cccc1Cl was read as CF NFkB inh 2, KKLEB tox 6, TWEAK-Fn14 inh -7, Peg3 promoter 3, HIF-2a inh 11, TRPM1 prom inh -5, NR2E3 ag-1 0, Shn3 inh set2 -30, hiPSC survival 0.6, NR2E3 ag-2 -23 and aDG glyco up 0.0.
COCCN1C(=O)c2oc3ccccc3c(=O)c2C1c1cccc(O)c1 (centres undefined) was read as CF NFkB inh -16, KKLEB tox 4, TWEAK-Fn14 inh 35, Peg3 promoter 13, HIF-2a inh -9, TRPM1 prom inh -1, NR2E3 ag-1 3, Shn3 inh set2 -6, hiPSC survival -1.3, NR2E3 ag-2 -34 and aDG glyco up 0.3.
Screening Cc1cc2c(cc1S(=O)(=O)Nc1c(C)cccc1C)n(C)c(=O)c(=O)n2C returned CF NFkB inh 2, KKLEB tox 17, TWEAK-Fn14 inh -4, Peg3 promoter 5, HIF-2a inh 9, TRPM1 prom inh 8, NR2E3 ag-1 2, Shn3 inh set2 9, hiPSC survival 0.1, NR2E3 ag-2 -8 and aDG glyco up 0.0.
`COc1c(S(=O)(=O)N2CCN(c3ccc(F)cc3)CC2)ccc(Cl)c1Cl` gave CF NFkB inh -3, KKLEB tox 10, TWEAK-Fn14 inh 13, Peg3 promoter 14, HIF-2a inh 4, TRPM1 prom inh 1, NR2E3 ag-1 -1, Shn3 inh set2 74, hiPSC survival -0.3, NR2E3 ag-2 -10 and aDG glyco up -0.1.
Screening Cc1cccc(C)c1N1C(=O)CC(Sc2ccccc2N)C1=O (centres undefined) returned CF NFkB inh -14, KKLEB tox -4, TWEAK-Fn14 inh 3, Peg3 promoter 16, HIF-2a inh 10, Shn3 inh set2 4, hiPSC survival -2.3, NR2E3 ag-2 -9 and aDG glyco up 0.3.
Screening COc1ccc(NC(=S)Nc2ccccc2F)c(OC)c1 returned CF NFkB inh -10, KKLEB tox 8, TWEAK-Fn14 inh -15, Peg3 promoter -30, HIF-2a inh -29, TRPM1 prom inh -7, NR2E3 ag-1 4, Shn3 inh set2 4, hiPSC survival -1.4, NR2E3 ag-2 -16 and aDG glyco up 0.0.
For CC(C)CCn1c(S(=O)(=O)O)nc2ccccc21 the results were CF NFkB inh -3, KKLEB tox 1, TWEAK-Fn14 inh -26, Peg3 promoter 8, HIF-2a inh 6, TRPM1 prom inh -11, NR2E3 ag-1 -1, Shn3 inh set2 -3, hiPSC survival 3.2, NR2E3 ag-2 -4 and aDG glyco up 0.0.
